# UPR XBP1 act – adaptive UPR (XBP1) activation; CHO-XBP1 luciferase reporter, IRE1-XBP1 UPR activation, luminescence; percent of tunicamycin response, DMSO as zero; AID 463104; activation, % at 20 µM; 330,000 tested, 0.33% active;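 active means versus positive control, 20 µM dose yields 30% or more activation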;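 further: 100% = tunicamycin at 10 µg/mL and 0% = DMSO only wells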
#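 incubation = overnight seeding at 37 °C, 6 h compound treatment at 37 °C | assay system = CHO-XBP1 cells stably carrying IRE1-XBP1-driven luciferase reporter | input = 1000 cells per well | detection = luciferase luminescence | dosing = single point, 20 µM final compound, 1% DMSO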
# CXCR6 inh – inhibitors of human CXCR6 receptor; CHO-K1 PathHunter CXCR6 beta-arrestin, luminescence; inhibition, % at 20 µM; 360,000 tested, 0.36% active; in the data active means inhibition above about 34%, passing the limit was not always enough;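 further: antagonist mode with CXCL16 agonist at 10 nM final; 0% = 10 nM CXCL16 with DMSO and 100% = unstimulated wells without agonist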
# Target sequence (O00574 whole entry, looked up): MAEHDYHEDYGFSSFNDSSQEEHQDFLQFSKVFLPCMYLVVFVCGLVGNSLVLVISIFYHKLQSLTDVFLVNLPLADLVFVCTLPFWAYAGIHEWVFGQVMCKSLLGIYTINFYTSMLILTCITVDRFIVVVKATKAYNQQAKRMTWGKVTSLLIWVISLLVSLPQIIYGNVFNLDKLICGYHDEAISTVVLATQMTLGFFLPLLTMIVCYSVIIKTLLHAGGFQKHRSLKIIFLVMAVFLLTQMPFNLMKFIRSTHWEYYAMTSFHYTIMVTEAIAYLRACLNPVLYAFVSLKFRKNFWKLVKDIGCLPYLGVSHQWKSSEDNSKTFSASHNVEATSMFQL
# CHOP UPR activ – activators of apoptotic arm of unfolded protein response (CHOP) | activation, % at 10 µM | CHO-CHOP luciferase reporter, UPR activation, luminescence; percent of tunicamycin response over DMSO baseline | 330,000 tested, 0.34% active;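 active means at 10 µM dose, activation of 40% or more, normalized to positive control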;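 further: 100% = tunicamycin at 10 µg/mL and 0% = DMSO alone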
#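 System: CHO CHOP reporter cells. Amount: 500 cells per well. Buffer or medium: F12 medium, 10% FBS. Compound dosing: one dose, 10 µM in 0.5% DMSO. Incubation: 6 h compound exposure at 37 °C after overnight seeding. Technique: Steady-Glo luciferase luminescence. Benchmarks: tunicamycin and DMSO controls.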
# APJ antag – APJ receptor antagonism. P35414. CHO-K1 APJ beta-arrestin complementation, luminescence. inhibition, % at 20 µM. 330,000 tested, 0.32% active;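 active means inhibition above about 40% at 20 µM, limit read from the data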;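 further: cells challenged with 10 nM apelin-13 agonist together with compound; plate controls were apelin-13 plus DMSO wells for no effect and DMSO wells lacking apelin-13 for full effect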
# Target sequence (P35414 whole entry, looked up): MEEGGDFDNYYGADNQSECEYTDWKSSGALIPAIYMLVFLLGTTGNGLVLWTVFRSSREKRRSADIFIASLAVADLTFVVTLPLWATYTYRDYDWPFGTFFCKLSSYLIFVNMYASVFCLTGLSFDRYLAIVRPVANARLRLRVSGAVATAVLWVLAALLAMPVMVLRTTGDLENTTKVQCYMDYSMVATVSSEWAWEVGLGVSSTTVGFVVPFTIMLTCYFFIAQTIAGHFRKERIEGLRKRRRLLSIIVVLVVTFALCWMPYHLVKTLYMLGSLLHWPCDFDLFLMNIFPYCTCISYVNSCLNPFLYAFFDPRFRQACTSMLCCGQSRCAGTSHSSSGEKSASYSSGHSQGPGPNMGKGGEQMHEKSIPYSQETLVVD
# tim23-1 inh – tim23-1 yeast growth inhibition; inhibition, % at 20 µM; AID 463212; 330,000 tested, 1.3% active; S. cerevisiae tim23-1 growth, BacTiter-Glo luminescence, 24 h;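 active means growth inhibition of the mutant yeast at or above 50%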;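 further: temperature-sensitive mutant grown at 25 °C; plate controls were DMSO-treated mutant yeast for no effect and medium wells lacking yeast for full effect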
# APJ agonist – APJ receptor agonism; AID 2520; 330,000 tested, 0.11% active; CHO-K1 APJ PathHunter beta-arrestin, luminescence; 0% DMSO wells, 100% apelin; activation, % at 20 µM;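 active means activation more than six SD over the plate average, tested at 20 µM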;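 further: 0% = DMSO alone and 100% = apelin-13 at 10 nM; some results filed as inactive read as strong as hits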
#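 Test system – PathHunter CHO-K1 APJ (AGTRL-1) beta-arrestin reporter cells · Input – 1000 cells/well · Compound – single test compound dose, 20 µM final, 1% DMSO · Times – compound stimulation 90 min at 25 °C, detection 60 min · Technique – beta-gal luminescence · Read-out basis – APJ–arrestin association signal · Control set – negative DMSO alone, positive Apelin-13 at 10 nM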
# Mdm2 MdmX PPI – disrupts the human Mdm2-MdmX interaction | O15151+Q00987 | SaOS-2 split-luciferase Mdm2/MdmX complementation, luminescence | inhibition, % at 8 µM | 330,000 tested, 3% active | AID 485346;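 active means inhibition of at least 50% at 8 µM in the primary screen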
# EBI2 antag – blocks human EBI2 receptor beta-arrestin signaling; EBI2 beta-arrestin recruitment, luminescence, 7a,25-OHC stimulated; P32249; 360,000 tested, 0.81% active; inhibition, % at 5 µM; AID 651636; in the data active means inhibition above about 38%;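 further: enzyme fragment complementation signal reports receptor beta-arrestin coupling in cells; 0% = agonist plus DMSO wells and 100% = wells without agonist; some results beyond the cut were filed as inactive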
# Target sequence (P32249 whole entry, looked up, the tested form may be a part): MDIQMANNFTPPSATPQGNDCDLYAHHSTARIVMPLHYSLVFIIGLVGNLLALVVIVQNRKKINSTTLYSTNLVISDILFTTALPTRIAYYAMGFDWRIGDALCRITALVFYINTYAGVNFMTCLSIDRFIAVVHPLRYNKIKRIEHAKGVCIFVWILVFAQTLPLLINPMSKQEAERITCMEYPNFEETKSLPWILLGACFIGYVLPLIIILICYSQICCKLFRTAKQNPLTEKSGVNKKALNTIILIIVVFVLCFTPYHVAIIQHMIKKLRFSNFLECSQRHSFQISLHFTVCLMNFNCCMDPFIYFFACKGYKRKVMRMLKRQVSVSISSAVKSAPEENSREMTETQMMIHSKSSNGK
# CCR6 antag – antagonists of human CCR6 receptor | P51684 | CHO-K1 CCR6 PathHunter beta-arrestin, luminescence, CCL20-stimulated | inhibition, % at 20 µM | 340,000 tested, 0.49% active | AID 493098;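 active means compounds whose inhibition of the agonist-driven luminescence signal at 20 µM reaches about 50%, limit read from the data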;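 further: cells stimulated with CCL20 at 14 nM final; plate controls were DMSO with CCL20 for no effect and DMSO without agonist for full effect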
# * hit, by the source's call; . = not tested or not shown. The list is partial; rates above refer to the full screens.
SMILES,UPR XBP1 act,CXCR6 inh,CHOP UPR activ,APJ antag,tim23-1 inh,APJ agonist,Mdm2 MdmX PPI,EBI2 antag,CCR6 antag
O=C1/C(=C\c2ccccc2)C2OCC=C3CN4CCC56c7ccccc7N1C5C2C3CC46 (configuration not stated),-5,2,-0.1,-9,11,-1,71*,12,12
Cc1c(C(=O)c2cccc3ccccc23)c2cccc3c2n1[C@H](CN1CCOCC1)CO3,29,4,58*,4,42,1,91*,10,19
C=CCN1CC[C@]23c4c5ccc(O)c4O[C@H]2/C(=N/NC(=O)c2ccccc2)CC[C@@]3(O)[C@H]1C5,-6,-11,-1.0,0,-16,-3,19,-1,2
OC(CN1CCOCC1)c1csc2ccccc12 (configuration not stated),0,6,-0.7,8,-1,3,9,-3,13
Cc1ccc(S(=O)(=O)NCCC(=O)Nc2ccc(Cl)cc2C(=O)c2ccccc2)cc1,-3,-12,1.4,-4,32,-2,20,11,14
COc1ccc(C2SCC(=O)Nc3c2c(=O)[nH]n3C2CCCCC2)cc1 (configuration not stated),0,-7,0.0,-4,-4,-7,-14,-8,0
C=Cn1ccnc1P(=S)(c1ccccc1)c1nccn1C=C,-1,-2,0.8,-1,0,1,5,-2,5
Oc1ccccc1-[n+]1c(-c2ccccc2)cc(-c2ccccc2)c(O)c1-c1ccccc1,1,-5,3.9,-57,30,10,40,-9,-4
COc1ccc(Oc2c(C)oc3cc(OC(=O)N(C)C)ccc3c2=O)cc1,-7,5,-0.5,13,5,-2,-30,-9,3
C[C@H]1CC[C@@H]2[C@@H](C)[C@H]3[C@H](C[C@H]4[C@@H]5CC=C6C[C@@H](O[C@@H]7O[C@H](CO)[C@H](O)[C@H](O[C@@H]8O[C@H](CO)[C@@H](O)[C@H](O)[C@H]8O)[C@H]7O[C@@H]7O[C@@H](C)[C@H](O)[C@@H](O)[C@H]7O)CC[C@]6(C)[C@H]5CC[C@]34C)N2C1,2,20,-0.4,-1,10,8,60*,-1,0
COC(=O)C(O)(c1c(C)[nH]n(-c2ccccc2)c1=O)C(F)(F)F (configuration not stated),-2,6,-1.1,9,22,0,-3,-6,-3
CC(C)c1ccc(OCC(=O)N2CCCN(C)CC2)cc1,-5,-7,2.6,-34,4,-5,-3,2,-8
CCOc1cc(C(=O)N2CCC3(CC2)OCCO3)cc(OCC)c1OCC,-1,-4,-2.2,37,33,-5,-9,-4,-12
COc1ccc(C(=O)c2nc3ccccc3n2C(C)C)cc1OC,-1,-6,-2.1,1,15,-2,6,-11,14
Cc1ccc(N2C(=O)/C(=C/c3ccc(CN(CCC#N)S(C)(=O)=O)o3)C(=O)NC2=S)cc1C,-4,.,1.2,-25,8,-1,8,.,.
O=C(CN1CCCC1=O)Nc1ccccc1,-1,-4,-0.5,18,7,-2,29,-2,-1
CN1C2CCC1C(COC(=O)c1ccccc1)C(O)C2 (configuration not stated),-3,-5,0.3,-24,-2,-1,1,2,8
O=c1[nH]c(=S)n(CCC2=CCCCC2)c(O)c1C=NCCCn1ccnc1,-2,12,0.8,-9,11,-3,26,0,3
CN1CC=C2C(C#N)=C(N)C(C#N)(C#N)C(c3ccncc3)C2C1 (configuration not stated),0,-8,-2.4,14,0,2,-5,1,15
CCN(CC)C(=O)c1ccc(NC(=O)c2cc(-n3cnnc3)ccc2Cl)cc1,0,-9,-2.9,-4,3,-1,-10,-6,-12
N#CC1=C(N)Oc2c(c(=O)sc3ccccc23)C1c1cccnc1 (configuration not stated),-1,-6,-0.6,13,-2,-1,52*,0,0
CCc1ccc(CN2CCCC(C(=O)c3sccc3C)C2)o1 (configuration not stated),0,-3,-0.5,-12,3,-2,14,8,15
CC1CC(OC(=O)c2ccccc2)(c2ccccc2)C(C)CN1C (configuration not stated),-2,2,0.3,-17,13,-3,25,1,8
C[C@]12CC[C@H](O)CC1=CCC1C2CC[C@]2(C)C(=O)[C@H](Br)CC12 (some centres not stated),-4,0,-0.1,1,-38,0,50*,10,3
Cc1cc(OC(=O)c2cccs2)c2c3c(c(=O)oc2c1)CCCC3,0,14,-1.9,15,20,-3,23,-21,7
COC(=O)C1=C(c2cc3ccccc3s2)C[C@@H]2CC[C@H]1N2C(=O)NCc1ccc(F)cc1,0,12,1.8,-63,40,2,-17,9,23
N[C@@H](Cc1c[nH]c2ccccc12)c1nnc(SCc2ccc(Cl)cc2)o1,-2,-8,-1.1,6,13,-4,0,-5,8
CCCCCSc1cc(OC)c(CCNC)cc1OC,0,3,0.5,17,-1,-1,53*,-11,0
CC1OC(C[N+](C)(C)C)CC1O (configuration not stated),-4,-5,-1.1,3,0,4,-49,-5,2
Cc1ccc2cccc(OC(=O)N(C)c3ccccc3)c2n1,-7,-3,-2.6,-15,8,-4,17,-1,13
O=C1NC(=O)C(Cc2cccs2)C(=O)N1,-1,-5,0.1,9,27,3,26,-8,-7
COc1ccc(NC(c2ccccc2F)P(=O)(Oc2ccccc2)Oc2ccccc2)cc1 (configuration not stated),-1,13,-3.0,14,18,-10,5,32,20
COc1cc(O)c(C(=O)O)c(-c2cc(O)c(O)cc2C)c1,-2,-12,1.9,-81,-18,0,7,5,-12
Brc1ccc(Oc2ccc(Br)cc2Br)c(Br)c1,-1,-2,3.6,4,-11,-1,11,5,22
CCN1CCN(c2ccc([N+](=O)[O-])cc2C=C2C(=O)NC(=O)NC2=O)CC1,-1,-3,-2.2,2,15,2,1,6,-14
Cc1oc(-c2cccs2)nc1CSCC(=O)N1CCC2(CC1)OCCO2,-1,-8,1.3,-6,26,-3,-11,-5,5
COc1cc2c(cc1OC)CC[N+](C)=C2,-4,4,-3.6,-63,-16,0,16,-4,0
O=NN1CCCCC1,-1,4,-0.8,1,-13,-3,17,4,-7
CCC1(CC)C(=O)C=CNC1=O,-5,3,5.8,12,18,-3,-21,-3,4
CN1CCN(c2ccc3nccnc3c2)CC1,-3,3,2.3,-3,-4,1,23,-5,2
O=c1c2ccccc2nc(/C=C/c2ccccc2O)n1-c1ccccc1O,-5,8,3.0,-2,9,-4,82*,-6,.
CC1(C)CC(=O)c2cc(OCC(=O)N3CCN(Cc4ccccc4)CC3)ccc2O1,-2,-6,2.5,8,5,-1,23,-4,-4
CCC(=NCC1CCCO1)c1c(O)[nH]c(=O)[nH]c1=O (configuration not stated),-1,1,-0.4,27,2,-1,18,-10,-1
Cc1c(Oc2cc(NN3CCCCC3)c([N+](=O)[O-])cc2[N+](=O)[O-])cccc1[N+](=O)[O-],2,-10,0.7,10,14,0,-6,22,12
COC(=O)C1=C(c2ccc(-c3ccccc3)c(F)c2)C[C@@H]2CC[C@H]1N2C(=O)NCc1ccc(F)cc1,1,10,0.0,-2,18,-2,22,34,7
CCOC(=O)C1=C(C)OC(N)=C(C(=O)OCC)[C@@]12C(=O)N(CC(N)=O)c1ccccc12,-3,1,-0.3,-21,8,8,16,5,-11
O=C(c1ccccc1F)N1C[C@H]2C[C@@H](C1)c1cccc(=O)n1C2,-1,0,-0.3,6,4,-4,24,-9,0
Cc1cccc(N2CCN(Cc3ccc4c(c3)OCO4)CC2)c1C,-6,-5,-1.5,-21,14,-3,16,-5,0
Cc1cc(OC(=O)N(C)C)nc(-c2ccc(C)c(Cl)c2)n1,-1,-1,3.2,-5,15,-2,14,7,17
C[N+]1(CC(COCc2ccccc2)OC(=O)Cc2ccccc2)CCOCC1 (configuration not stated),1,2,2.4,1,-6,0,-13,-20,-1

# Following part:
SMILES,UPR XBP1 act,CXCR6 inh,CHOP UPR activ,APJ antag,tim23-1 inh,APJ agonist,Mdm2 MdmX PPI,EBI2 antag,CCR6 antag
O=P(O)(O)Cc1ccccc1OP(=O)(c1ccccc1)c1ccccc1,0,1,-1.0,8,5,4,-9,-6,8
CCOC(=O)C(O)(c1ccc(NC(=O)NC)cc1)C(F)(F)F (configuration not stated),-2,-6,0.4,5,8,2,25,-10,-6
CN(CCc1nnc(N)s1)[N+](=O)[O-],-2,-10,0.4,-9,6,0,17,-8,8
Cc1ccc(N2C(=O)NC(=O)C(CCc3ccccn3)(Cc3cccc(Cl)c3Cl)C2=O)cc1 (configuration not stated),-2,-2,0.8,18,11,-4,26,-5,-6
CCOC(=O)C(O)(c1ccc(NC(=O)Oc2ccccc2)cc1)C(F)(F)F (configuration not stated),-1,-2,-0.9,-9,7,-1,9,11,13
NC(Cc1nc2ccccc2[nH]1)c1ccc(Cl)cc1 (configuration not stated),4,-3,5.7,16,12,0,-116,8,1
COc1ccccc1OCC#CCN1CCCC1,-5,-7,0.2,-2,-4,-3,16,-8,-1
CNC(=O)O/N=C(\N)Cc1csc2ccccc12,1,-8,1.3,-5,6,3,79*,-6,-10
Cc1ccc2c(c1)CCCN2N=O,1,-8,2.0,-20,9,-1,-22,-12,3
Clc1ccc2c(N3CCNCC3)ccnc2c1,1,0,-1.5,-2,-2,-4,-8,14,1
COc1cc(CNCCc2c[nH]c3ccccc23)cc(OC)c1,-2,-1,-3.3,-10,7,0,-1,0,3
Cc1ccc(O)c(C(=O)c2cc(C(=O)NCCC(C)C)c(=O)n(CCC(C)C)c2)c1,-3,6,-0.3,-10,12,1,12,30,4
O=C(CN1CC=C(c2ccccc2)CC1)Nc1cc(Cl)ccc1Cl,-1,-6,-0.2,3,21,-3,-10,-4,22
O=C(Nc1ccc(F)c([N+](=O)[O-])c1)N1C[C@H]2C[C@@H](C1)c1cccc(=O)n1C2,-1,-1,0.5,-6,18,8,-9,-1,2
C[C@]12CCC(=O)C=C1CCC1C2CC[C@@]2(C)C1CC[C@@]2(O)CC#N (some centres not stated),1,-7,-2.5,11,14,0,-16,-7,-2
C/C(=N\Nc1ccccc1)c1c(O)n(Cc2ccccc2)c(=O)[nH]c1=O,-1,1,0.9,-27,25,3,10,-6,-5
O=c1[nH]c(=O)n(-c2ccc(F)cc2)c(O)c1C=NCCN1CCCCC1,-3,6,-0.8,1,2,4,19,0,6
O=c1cc(CN2CCNCC2)nc2sccn12,3,2,-0.3,14,23,-4,6,-14,-3

# Structural class: the compounds so far containing an aryl thioether with sulfur outside any ring
SMILES,UPR XBP1 act,CXCR6 inh,CHOP UPR activ,APJ antag,tim23-1 inh,APJ agonist,Mdm2 MdmX PPI,EBI2 antag,CCR6 antag
N[C@@H](Cc1c[nH]c2ccccc12)c1nnc(SCc2ccc(Cl)cc2)o1,-2,-8,-1.1,6,13,-4,0,-5,8
CCCCCSc1cc(OC)c(CCNC)cc1OC,0,3,0.5,17,-1,-1,53*,-11,0

# Some of the entries above, set out differently.
SMILES	UPR XBP1 act	CXCR6 inh	CHOP UPR activ	APJ antag	tim23-1 inh	APJ agonist	Mdm2 MdmX PPI	EBI2 antag	CCR6 antag
O=c1[nH]c(=O)n(-c2ccc(F)cc2)c(O)c1C=NCCN1CCCCC1	-3	6	-0.8	1	2	4	19	0	6
O=c1cc(CN2CCNCC2)nc2sccn12	3	2	-0.3	14	23	-4	6	-14	-3

# Screening results deposited in PubChem BioAssay by Sanford-Burnham Center for Chemical Genomics.
